Screening data (PubChem BioAssay)
Tb PFK block: inhibitors of T. brucei phosphofructokinase; Potency, µM (series often up to 57.5 µM), for inactives: top-dose activity, negative = inhibition, most hits filed as inhibitors; hit rate 0.17% among 330,000; AID 485367; O15648; T. brucei PFK, ADP-Glo luminescence;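 note: potency is the fitted concentration of half-maximal effect; 0% = uninhibited 1x PFK enzyme wells and -100% = no-enzyme wells; nearly all actives have a fitted effect of over 60% in size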
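Compounds were pin-transferred as a titration series up to 57 uM into substrate buffer (0.5 mM F6P, 0.1 mM ATP, pH 8.0), then 1.25 nM PFK was added and reactions ran 45 min before ADP-Glo detection.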
uPA surface inh: blocks generation of uPA at the cell surface. AID 540303. Potency, µM (titrated, usually from 38.3 µM), inactives show top-dose activity change, negative = inhibition, actives largely listed as inhibitors. hit rate 0.31% among 330,000. cell surface uPA generation assay, qHTS; active = well fitted inhibition curve with a large enough effect; inconclusive = small, poorly fitted or top-dose-only effect; inactive = no such curve, though single readings can be large or run the other way; tested in mouse RAW 264.7 cells; note: potency is the fitted concentration of half-maximal effect; % is set by controls: 0 for no effect and ±100 for the full control effect; nearly all actives have a fitted effect of over 55% in size
Coupling enz: coupling enzyme interference in Giardia aldolase counter-screen; coupling enzyme system counterscreen, AmpLite Red fluorescence; hit rate 0.67% among 290,000; AID 2472; activity change, negative = inhibition, % at 58.2 µM, hits read low; in the data active = activity change below about -30%; note: % is set by controls: 0 for no effect and ±100 for the full control effect
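Fluorescence at 525 nm excitation and 598 nm emission measured inhibition of the coupled detection system without aldolase. Compounds (at 57.5 uM final) were preincubated 10 min at room temperature with coupling enzyme reagent before a 20 min substrate/AmpLite Red step.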
NPC1 prom act: activates the NPC1 promoter; Huh7 NPC1 promoter luciferase reporter, 24 h; Potency, µM (titrated, usually from 9.22 µM), for inactives: top-dose activation, most hits filed as activators; hit rate 2.4% among 320,000;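 note: potency is the fitted concentration of half-maximal effect; % of control where 0% means no effect; nearly all actives have a fitted effect of over 60% in size; reporter is driven by a mutant NPC1 promoter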
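In 1536-well qHTS, Huh7 cells harboring an NPC1 promoter–luciferase construct received compound for 24 h; activation was quantified by luminescence following luciferase reagent addition.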
FLuc modulator: firefly luciferase modulation, counter-screen for miR-21 project | Potency, µM (titrated, usually from 57.5 µM), without a hit: at the highest dose activity change, negative = inhibition, most hits filed as inhibitors | hit rate 6.9% among 360,000 | AID 588342 | purified FLuc, Km substrates, luminescence inhibition;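 note: potency is the fitted concentration of half-maximal effect; plate controls were vehicle for no effect and reference inhibitor for full effect; nearly all actives have a fitted effect of over 55% in size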
Target sequence (P08659 whole entry, looked up): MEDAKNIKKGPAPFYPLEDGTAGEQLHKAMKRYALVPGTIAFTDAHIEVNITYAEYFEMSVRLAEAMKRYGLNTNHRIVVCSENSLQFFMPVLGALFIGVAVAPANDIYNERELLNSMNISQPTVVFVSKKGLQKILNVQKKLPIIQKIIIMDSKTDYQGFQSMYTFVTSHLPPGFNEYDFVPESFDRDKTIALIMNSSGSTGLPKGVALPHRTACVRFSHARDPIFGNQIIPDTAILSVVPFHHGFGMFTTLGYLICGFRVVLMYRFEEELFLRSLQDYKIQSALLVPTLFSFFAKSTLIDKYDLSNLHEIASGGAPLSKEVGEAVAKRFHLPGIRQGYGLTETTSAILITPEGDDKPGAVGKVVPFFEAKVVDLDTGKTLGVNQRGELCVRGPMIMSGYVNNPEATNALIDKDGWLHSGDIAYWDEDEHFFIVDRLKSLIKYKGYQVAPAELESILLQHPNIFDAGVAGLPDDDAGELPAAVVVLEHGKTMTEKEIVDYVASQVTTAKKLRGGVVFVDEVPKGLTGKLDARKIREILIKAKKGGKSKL
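Purified P. pyralis luciferase (10nM final) with 10uM D-luciferin and 10uM ATP (Km levels) in 50mM Tris acetate pH 7.5, 10mM Mg acetate, 0.01% Tween-20, 0.05% BSA; qHTS 6-point titration, ~60 µM downward; luminescence read.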
ELG1 genotoxic: genotoxicity induction in ELG1-luciferase HEK293T cells. AID 504466. Potency, µM (series often up to 46 µM), inactives show at the top dose activity change, positive = activation, most hits filed as activators. HEK293T ELG1-luciferase reporter, luminescence, 16 h. hit rate 1.3% among 330,000; note: potency is the fitted concentration of half-maximal effect; % of control where 0% means no effect; nearly all actives have a fitted effect of over 60% in size
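HEK293T cells expressing luciferase-tagged ELG1 were treated with compound or DMSO for 16 hr at 37°C. Luciferase activity was then read after 30 min with ONE-Glo at room temperature; rising signal flags genetic stress.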
Gal4-VP16 FLuc: counter-screen for ROR gamma inhibitors: Gal4-VP16 reporter | Drosophila S2 Gal4-VP16 UAS-luciferase, luminescence, 20 h | Potency, µM (top dose mostly 53.6 µM), without a hit: top-dose activity, negative = inhibition, hits mostly inhibitors | hit rate 3.5% among 310,000 | AID 2546;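 note: Gal4-VP16 expression switched on by copper sulfate through the metallothionein promoter; potency is the fitted concentration of half-maximal effect; % is set by controls: 0 for no effect and ±100 for the full control effect; nearly all actives have a fitted effect of over 50% in size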
Giardia killer: Giardia lamblia killing | hit rate 0.15% among 340,000 | activity change, % at 7.66 µM, hits read low | Giardia lamblia trophozoite viability | AID 540267; in the data active = activity change below about -80%; inconclusive = between about -30% and that limit;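 note: parasites exposed to compound for two days anaerobically before the ATP read; % is set by controls: 0 for no effect and ±100 for the full control effect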
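Trophozoite viability was measured as ATP-dependent luminescence, read 15-30 min after reagent addition. Before that, parasites at 100 cells/well were exposed to compounds for 48 h, anaerobically, at 37 deg C.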
KCNH2 3.1 block: KCNH2 3.1 (human) potassium channel inhibition | U2OS KCNH2 3.1, thallium flux FluxOr; active compounds read low | activity change, % (tested at about 1.8 µM) | hit rate 0.95% among 340,000 | AID 720553;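 active = maximum activity change below -70%; inconclusive = maximum activity change from -70% to -50%; inactive = maximum activity change above -50%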;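 note: thallium influx rate constant from kinetic fluorescence after stimulation buffer; % is set by controls: 0 for no effect and ±100 for the full control effect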
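Channel expression came from 3.1 mutant virus (1.77 x 10^8 /mL) applied to suspended U2OS cells for 4 h. Flux was tracked with FluxOr dye plus Red40 quencher, and kinetic rate constants normalized to controls.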
RORg inh: ROR gamma (mouse) transcription inhibition | hit rate 5.4% among 310,000 | P51450 | Potency, µM (series often up to 53.6 µM), for the others: top-dose activity change, negative = inhibition, hits mostly inhibitors | Drosophila S2 Gal4-RORgamma UAS-luciferase reporter, 20 h | AID 2551; note: potency is the fitted concentration of half-maximal effect; % is set by controls: 0 for no effect and ±100 for the full control effect; nearly all actives have a fitted effect of over 60% in size
Target sequence (P51450 whole entry, looked up, the tested form may be a part): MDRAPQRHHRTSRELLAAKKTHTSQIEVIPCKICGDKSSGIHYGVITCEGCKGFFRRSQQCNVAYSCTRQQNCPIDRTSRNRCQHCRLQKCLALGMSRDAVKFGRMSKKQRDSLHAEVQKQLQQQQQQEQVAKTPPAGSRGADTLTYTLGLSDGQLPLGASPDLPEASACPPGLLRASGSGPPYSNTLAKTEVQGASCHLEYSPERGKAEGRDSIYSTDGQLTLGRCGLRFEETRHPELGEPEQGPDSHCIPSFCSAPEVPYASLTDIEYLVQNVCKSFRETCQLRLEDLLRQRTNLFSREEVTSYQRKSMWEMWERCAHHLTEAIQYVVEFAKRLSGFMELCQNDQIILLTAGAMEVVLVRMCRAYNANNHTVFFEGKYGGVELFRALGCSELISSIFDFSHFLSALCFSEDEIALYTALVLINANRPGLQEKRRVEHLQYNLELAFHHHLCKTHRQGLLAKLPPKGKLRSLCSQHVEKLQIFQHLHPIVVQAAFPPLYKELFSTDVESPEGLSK
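Using a luciferase readout, inhibitors were identified by reduced reporter activity in Drosophila cells coexpressing a copper-inducible Gal4–ROR gamma fusion and UAS-driven Photinus luciferase, incubated 20 hr after 700 uM copper sulfate.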
Rab9 prom act: activators of Rab9 promoter | Huh7 Rab9 promoter-luciferase reporter, luminescence, 24 h | Potency, µM (doses to about 9.22 µM), without a hit: at the highest dose activation, negative = inhibition, hits mostly activators | hit rate 2.8% among 320,000 | AID 485297; note: potency is the fitted concentration of half-maximal effect; % of control where 0% means no effect; nearly all actives have a fitted effect of over 60% in size
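Luminescence from Amplite-detected luciferase (10 minutes, ambient) reports Rab9 promoter activation. Before that, stable Rab9-luciferase Huh7 cells (1500/well, reduced-serum OP-MEM I plus 10% FBS) were exposed to compound for 24 hours at 37C.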
An asterisk follows results filed as active; ? = inconclusive; . = no result given; & = joins results of further samples. Unless noted, calls come from the whole dose curve; as a rule, active = well fitted curve in the direction sought with a large enough effect; inconclusive = small, poorly fitted or top-dose-only effect, or another doubt; inactive = no such curve, though single readings can be large; an effect the other way counts as inactive or inconclusive.

Start of the listing, in advance:
SMILES	Tb PFK block	uPA surface inh	Coupling enz	NPC1 prom act	FLuc modulator	ELG1 genotoxic	Gal4-VP16 FLuc	Giardia killer	KCNH2 3.1 block	RORg inh	Rab9 prom act
COC(=O)C1CCN(c2ccc(Cl)nn2)CC1	-2%	2%	1	0%	4%	0%	-10%	4	-2	-2%	-27%
Cc1cccc2cncc(OCc3nnc(SC(F)F)n3C)c12	0%	-1%	-1	4%	-1%	0%	1%	0	7	-1%	-2%
O=c1cc(CCl)[nH]c2nc3ccccc3n12	-30%	-18%	2	-4%	?	0%	-10%	18	9	6%	-1%
Cc1ccc(CCN2CC(C(=O)NCCC(C)C)CC2=O)cc1 (stereo not given)	-1%	5%	0	-1%	6%	-2%	-2%	-13	-13	-1%	-6%
CCCCCCCCCCOC(=O)Cn1c(COc2ccc(C)cc2)[n+](C)c2ccccc21	1%	-15%	3	0%	1%	-12%	?	-8	-25	?	2%
Cc1cc(C)c2nc(-c3cccnc3)cc(C(=O)NC(C)c3cnn(C)c3C)c2c1 (stereo not given)	-1%	-11%	1	-3%	?	-4%	4%	-10	13	-1%	-13%
O=C(c1ccc(Cl)cc1)N(Cc1cccs1)C1CCS(=O)(=O)C1 (stereo not given)	3%	0%	10	1%	2%	1%	6%	8	3	23%	-1%

This part in full (from the top)
SMILES	Tb PFK block	uPA surface inh	Coupling enz	NPC1 prom act	FLuc modulator	ELG1 genotoxic	Gal4-VP16 FLuc	Giardia killer	KCNH2 3.1 block	RORg inh	Rab9 prom act
COC(=O)C1CCN(c2ccc(Cl)nn2)CC1	-2%	2%	1	0%	4%	0%	-10%	4	-2	-2%	-27%
Cc1cccc2cncc(OCc3nnc(SC(F)F)n3C)c12	0%	-1%	-1	4%	-1%	0%	1%	0	7	-1%	-2%
O=c1cc(CCl)[nH]c2nc3ccccc3n12	-30%	-18%	2	-4%	?	0%	-10%	18	9	6%	-1%
Cc1ccc(CCN2CC(C(=O)NCCC(C)C)CC2=O)cc1 (stereo not given)	-1%	5%	0	-1%	6%	-2%	-2%	-13	-13	-1%	-6%
CCCCCCCCCCOC(=O)Cn1c(COc2ccc(C)cc2)[n+](C)c2ccccc21	1%	-15%	3	0%	1%	-12%	?	-8	-25	?	2%
Cc1cc(C)c2nc(-c3cccnc3)cc(C(=O)NC(C)c3cnn(C)c3C)c2c1 (stereo not given)	-1%	-11%	1	-3%	?	-4%	4%	-10	13	-1%	-13%
O=C(c1ccc(Cl)cc1)N(Cc1cccs1)C1CCS(=O)(=O)C1 (stereo not given)	3%	0%	10	1%	2%	1%	6%	8	3	23%	-1%
CN(Cc1ccccc1)C(=O)COc1ccc(N(C)S(=O)(=O)c2ccc(F)cc2)cc1	-6%	11%	-1	5%	0%	-7%	4%	-2	-15	?	-9%
O=C(CN1CSCC1=O)N1CCN(S(=O)(=O)c2cccc(F)c2)CC1	-14%	14%	.	1%	.	0%	.	0	6	.	0%
CCN(C(=O)Cn1c(=O)n2nc(CCn3nc(C)cc3C)nc2c2ccccc21)c1cccc(C)c1	2%	-8%	5	-1%	3%	-1%	-15%	9	8	?	-4%
CCn1cc(C(=O)OCC(=O)Nc2ccccc2OC(F)F)c(=O)c2ccc(C)nc21	3%	4%	.	.	.	7%	.	20	6	.	.
C=CCn1c(COc2ccc(CC)cc2)nnc1SC/C(O)=C(\C#N)c1nc2ccccc2[nH]1	-1%	11%	-2	-1%	-3%	-13%	?	?	3	11µM*	-9%
CCN1CCN(C(=S)NCCOC)CC1	-1%	11%	1	-3%	-2%	-2%	1%	-6	22	-5%	-9%
COC(=O)[C@@H]1C[C@@]2(O)[C@H](O)[C@H](O)[C@H](O)C[C@H]2N1Cc1ccc(C(F)(F)F)cc1	-16%	12%	0&0	1%	1%	0%	-2%&0%	-24	0	1%&2%	-12%
CCOC(=O)CNC(=O)Cn1c(C)cc2ccccc2c1=O	3%	2%	1	-1%	0%	4%	2%	-4	-14	-4%	-7%
Cc1cc(Sc2nnc(/N=C/N(C)C)s2)c2ccccc2n1	3%	?	5	-7%	-2%	4%	?	-16	-31	8.9µM*	-22%
Cc1ccc(N2C(=O)C3C4C=CC(CC4)C3C2=O)cc1[N+](=O)[O-] (stereo not given)	?	13%	3	-7%	?	-1%	?	3	35	-11%	2%
O=C(COC(=O)c1ccc(S(=O)(=O)NCc2ccco2)cc1)Nc1ncc(Cl)cc1Cl	-6%	-2%	0	-1%	-1%	6%	5%	-10	-7	1%	-9%
O=C1NC2=C(C(=O)CCC2)C(c2ccccc2Cl)N1 (stereo not given)	1%	5%	0	2%	-1%	0%	4%	-5	8	16%	-6%
C/C(N)=C(/C#N)C(=O)COC(=O)COc1ccc(Cl)cc1	-5%	3%&-3%	2	-1%	-10%	1%	-3%	-2&15	-15&-3	-11%	-2%
O=C(Nc1ccc(O)cc1)C1CCCO1 (stereo not given)	3%	.	3	-5%	4%	2%	19%	-3	-2	-27%	-5%
NS(=O)(=O)c1ccc(CCNC(=O)CN2C(=O)COc3ccc(S(=O)(=O)N4CCCC4)cc32)cc1	1%	3%	-1	-2%	-2%	-1%	-3%	-7	0	2%	-6%
Cc1ccc(S(=O)(=O)Cn2nnnc2C(C(C)C)N2CCC(C(N)=O)CC2)cc1 (stereo not given)	-1%	-5%	-2	-5%	-1%	-13%	-3%	-4	0	-4%	5%
CNNC(=S)Nc1cccc(C(F)(F)F)c1	1%	7%	-2	-5%	1%	-5%	27%	-18	12	-32%	0%
O=C(/C=C1\SC(=O)N(CC(=O)Nc2ccc(F)cc2)C1=O)Nc1ccc(Cl)cc1	-5%	3%	0	15%	-24%	?	1%	-14	-12	33%	22%
N#C/C(=C(/O)COC(=O)c1cccnc1Cl)c1nc2ccccc2[nH]1	-1%	0%	-11	-4%	?	-1%	?	6	1	7.9µM*	-3%
COc1ccc(O[C@H]2C=C[C@@H](c3ccccc3)O[C@@H]2CO/N=C(\C)CCN2CCCCc3nc(C)c(C)cc32)cc1	1%	.	2&-2	-1%	1%	-2%	?	.	.	?	0%
O=C1CS(=O)(=O)N(Cc2cccc(F)c2)c2ccc(Br)cc21	0%	3%	.	2%	4%	0%	.	-4	28	.	-7%
CCn1cc(C(=O)N[C@@H](CCSC)C(=O)NCCCn2ccnc2)c(=O)c2cc3c(cc21)OCO3	-1%	9%	.	-1%	3%	3%	-4%	2	13	5%	1%
CCOC(=O)CC1(C)OCC(C[N+]2(C)CCCCC2)O1 (stereo not given)	-3%	2%	-1	3%	-4%	2%	-9%	-3	-12	-5%	1%
C=CCNC(=S)NNC(=O)CCC(O)CCCCC (stereo not given)	-3%	-2%	0	0%	3%	0%	-16%	-24	-4	10µM*	-9%
CCCCC(=O)Nc1cc(Cl)ccc1C(=O)O	-1%	4%	-14	2%	?	0%	-1%	9	6	18%	1%
COc1ccc(C=NCC2COc3ccccc3O2)cc1OC (stereo not given)	-7%	2%	0	1%	-19%	4%	-4%	6	10	-7%	1%
O=C(NCc1ccc(F)cc1)c1ccc(NC(=O)C2CCCO2)cc1 (stereo not given)	-9%	0%	4	-3%	-1%	0%	5%	4	2	19%	-2%
COc1ccc(/C=N/NC(=O)Cc2cc(OC)c(OC)cc2[N+](=O)[O-])cc1	1%	1%	6	-1%	-1%	0%	-11%	-20	-7	-4%	-7%
COc1ccc(N2C3=C(C(=O)CC(C)(C)C3)C(c3cnn(C)c3)C3=C2CC(C)(C)CC3=O)cc1	-1%	0%	2	0%	1%	-1%	1%	13	11	15%	3%
CCOc1ccc(NC(=O)CN2CCN(CC(=O)Nc3ccccc3OC)CC2)cc1	1%	4%	3	-1%	-3%	-3%	-3%	1	-45	13%	8%
Cc1noc(C)c1CSc1nnc2scc(-c3ccccc3)n12	0%	-6%	0	-3%	-1%	0%	18%	1	-4	-29%	0%
CC(=O)N1CCN(c2ccc(NC(=S)NC(=O)/C=C/c3ccccc3)cc2)CC1	3%	.	-2	-16%	0%	8%	-2%	.	.	-33%	-19%
Cc1ccc(F)cc1NC(=O)N1CCN(c2ccnc3cc(Cl)ccc23)CC1	-7%	-3%	0	-1%	3%	-12%	0%	20	-30	7%	-9%
